Compound activity as filed in PubChem.
FLuc counter = inhibits or activates purified firefly luciferase, miR-21 counter-screen; P08659; Potency, µM (series often up to 57.5 µM), inactives show top-dose activity change, negative = inhibition, actives largely listed as inhibitors; AID 588342; purified FLuc, Km substrates, luminescence inhibition; 6.9% of 360,000 active; active = well fitted inhibition curve with a large enough effect; inconclusive = small, poorly fitted or top-dose-only effect;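 also: plate controls were vehicle for no effect and reference inhibitor for full effect; nearly all actives have a fitted effect of over 55% in size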
Target sequence (P08659 whole entry, looked up): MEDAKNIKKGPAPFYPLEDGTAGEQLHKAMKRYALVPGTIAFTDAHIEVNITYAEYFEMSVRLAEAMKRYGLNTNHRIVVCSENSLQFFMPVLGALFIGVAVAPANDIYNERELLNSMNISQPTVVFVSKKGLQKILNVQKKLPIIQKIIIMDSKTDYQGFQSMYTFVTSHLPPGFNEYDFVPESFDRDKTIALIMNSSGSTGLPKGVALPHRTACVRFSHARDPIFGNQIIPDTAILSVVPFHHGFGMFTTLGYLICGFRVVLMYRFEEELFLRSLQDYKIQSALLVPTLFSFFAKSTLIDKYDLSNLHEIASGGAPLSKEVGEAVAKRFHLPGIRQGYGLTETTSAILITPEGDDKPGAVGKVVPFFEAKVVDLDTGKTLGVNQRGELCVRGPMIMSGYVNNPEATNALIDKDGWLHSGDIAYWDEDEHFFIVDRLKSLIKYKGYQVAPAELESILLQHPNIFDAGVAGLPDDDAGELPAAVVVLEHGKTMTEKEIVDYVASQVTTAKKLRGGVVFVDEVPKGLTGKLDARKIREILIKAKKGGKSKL
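Purified P. pyralis luciferase (10nM final) with 10uM D-luciferin and 10uM ATP (Km levels) in 50mM Tris acetate pH 7.5, 10mM Mg acetate, 0.01% Tween-20, 0.05% BSA; qHTS 6-point titration, ~60 µM downward; luminescence read.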
An asterisk follows results filed as active; u = inconclusive. Potency is read from the fitted curve at half-maximal effect. A portion of the library; count on the stated rates, not on these rows.

cpd	molecule	FLuc counter
1	COc1ccccc1C(=O)Nc1nc2ccc(S(=O)(=O)N3CCCC3)cc2s1	4%
2	Cn1c(SCC(=O)N2CCCc3ccccc32)ncc(C(=O)Nc2ccccc2)c1=O	-2%
3	CCN(Cc1ccccc1)C(=O)Cn1c(=O)oc2cc(S(=O)(=O)N3CCCCCC3)ccc21	1%
4	Cc1ccc(CCNC(=O)C2CCN(S(=O)(=O)c3ccc4c(ccn4C)c3)CC2)cc1	5%
5	COc1ccccc1CNC(=O)c1ccc(Nc2nc3ccccc3n3nnnc23)cc1	0%
6	CCOc1ccc(CCNC(=O)CCn2c(=O)c3cccn3c3cccnc32)cc1	-2%
7	O=C(C1CCN(S(=O)(=O)c2cccc3nonc23)CC1)N1CCN(c2cccc(Cl)c2)CC1	0%
8	COc1ccc(C2c3c(n(C)c4ccccc34)C(=O)N2CC(=O)Nc2ccc(Cl)cc2)cc1 (configuration not stated)	-9%
9	COC(=O)c1ccc(NS(=O)(=O)c2c(C)nc3sccn3c2=O)cc1	-3%
10	COc1ccc(S(=O)(=O)N2CCC(Oc3ccc(-n4cnnn4)cc3)CC2)cc1	2%
11	O=C(NCCc1ccccc1)C(=O)Nc1cccc(Br)c1	0%
12	O=c1oc2ccccc2cc1-c1nc(-c2cccs2)no1	0.6µM*
13	CCOc1ccc(NC(=O)c2ccc(F)c(S(=O)(=O)N(CC)Cc3ccccc3)c2)cc1	1%
14	Cc1ccc(Cl)cc1N1CCN(C(=O)C2CCN(S(=O)(=O)Cc3ccccc3)CC2)CC1	4%
15	CCCCn1c(=O)c2oc3ccccc3c2n(CC(=O)Nc2cc(C)ccc2C)c1=O	0%
16	COc1cccc(CNC(=O)c2ccc3nc(N4CCCCC4)sc3c2)c1OC	u
17	CCOC(=O)c1c(-c2ccc(C)cc2)csc1NC(=O)c1ccc(C(C)(C)C)cc1	-13%
18	COc1ccc(-c2nnc(SCC(=O)Nc3cccc(C)c3)s2)cc1	-7%
19	CCN(c1ncnc2c1cnn2-c1ccc(C)cc1)C1CCCCC1	2.1µM*
20	CC(NC(=O)CCCC1=NS(=O)(=O)c2ccccc2N1)c1ccccc1 (configuration not stated)	-2%
21	CCNC(=O)C1CCCN(c2ncnc3onc(C)c23)C1 (configuration not stated)	0%
22	Cc1nnc(N2CCC(C(=O)NC(C)C)CC2)c2nn(-c3ccc(Cl)cc3)c(C)c12	-1%
23	CCCc1cnc2c(c1SCc1cccc(F)c1)c(=O)n(C)c(=O)n2C	0%
24	CCc1ccccc1NS(=O)(=O)c1ccc2c(c1)CCCN2C(=O)C1CCC1	-11%

An excerpt of these results, with each value named:
24. CCc1ccccc1NS(=O)(=O)c1ccc2c(c1)CCCN2C(=O)C1CCC1
  FLuc counter: -11%
18. COc1ccc(-c2nnc(SCC(=O)Nc3cccc(C)c3)s2)cc1
  FLuc counter: -7%
14. Cc1ccc(Cl)cc1N1CCN(C(=O)C2CCN(S(=O)(=O)Cc3ccccc3)CC2)CC1
  FLuc counter: 4%
21. CCNC(=O)C1CCCN(c2ncnc3onc(C)c23)C1 (configuration not stated)
  FLuc counter: 0%

(further entries)
cpd	molecule	FLuc counter
25	COc1ccc(CNC(=O)c2cc3c(=O)n(Cc4ccco4)ccc3nc2C)c(OC)c1	-5%
26	COc1ccc(Cl)cc1NC(=O)c1sc(-n2nc(C)c(Cc3ccccc3)c2C)nc1C	0%
27	CCOCCCNC(=O)C(c1ccc(Cl)cc1)N(Cc1ccc2c(c1)OCO2)C(=O)c1ccccc1O (configuration not stated)	u
28	CSc1ncc(C(=O)Nc2ccc(F)cc2F)c(-c2ccccc2)n1	1%
29	O=C(NCc1cccc(F)c1)c1ccc(CN2CC(=O)N3CCCCC3C2=O)cc1 (configuration not stated)	-3%
30	CCc1ccc(NC(=O)Cn2c(=O)c(CNc3ccccc3)cc3cc(OC)c(OC)cc32)cc1	-6%
31	CC(=O)c1cccc(NC(=O)c2c(-c3ccccc3)c(-c3ccccc3)nn(C)c2=O)c1	-4%
32	O=C(CSc1n[nH]c(-c2ccccc2Cl)n1)NCCCc1ccccc1	u
33	Cc1ccnc2nc(NC(=O)c3ccccc3Cl)nn12	-11%
34	CCc1cccc(CC)c1NC(=O)Cn1c(=O)c(-c2cc(C)ccc2NC(C)=O)nc2ccccc21	3%
35	Cc1ccc(C)c(CSc2nc3ncccc3[nH]2)c1	-17%
36	COc1cccc(-c2ccc3c(N)c(C(=O)Nc4ccccc4C)sc3n2)c1	u
37	CCN(CC)c1ccc(NS(=O)(=O)c2cc(-c3onc(C)c3C)ccc2OC)c(C)c1	1%
38	O=S(=O)(NCCc1nnc2ccc(SCc3cccc(Cl)c3)nn12)c1ccccc1	0%
39	CCN(CCCNC(=O)c1ccc(Sc2ccc(C)cc2)c(NC(C)=O)c1)c1cccc(C)c1	u
40	CC(C)c1ccc(NC(=O)CN2C(=O)COc3ccc(S(=O)(=O)N4CCCCC4)cc32)cc1	u
41	Cc1ccc(CNC(=O)CSCc2ccccc2C)cc1	u
42	CC(C)C(=O)OC1=CN(Cc2ccccc2)S(=O)(=O)c2ccccc21	-3%
43	COc1ccccc1NC(=O)Cn1cc(S(=O)(=O)Cc2ccccc2)c2ccccc21	-3%
44	CCOc1ccc(S(=O)(=O)Nc2cccc(-c3ccc(N4CCCC4)nn3)c2)cc1	u
45	COc1ccc(S(=O)(=O)NCCc2csc(-c3ccc(F)cc3)n2)cc1	-6%
46	Cc1ccc(NC(=O)Nc2nnc(N(C)C3CCCCC3)s2)c(Cl)c1	-4%
47	Cc1ccc(CNC(=O)c2ccc(NC(=O)N3CCSc4ncccc43)cc2)cc1	-14%
48	Cc1ccc(S(=O)(=O)c2nc(-c3ccc(F)cc3)oc2N2CCN(c3ccccc3)CC2)cc1	-3%

An excerpt of these results, as labelled records:
41: Cc1ccc(CNC(=O)CSCc2ccccc2C)cc1
- FLuc counter = u

42: CC(C)C(=O)OC1=CN(Cc2ccccc2)S(=O)(=O)c2ccccc21
- FLuc counter = -3%

43: COc1ccccc1NC(=O)Cn1cc(S(=O)(=O)Cc2ccccc2)c2ccccc21
- FLuc counter = -3%

44: CCOc1ccc(S(=O)(=O)Nc2cccc(-c3ccc(N4CCCC4)nn3)c2)cc1
- FLuc counter = u

Further compounds.
cpd	molecule	FLuc counter
49	COc1ccc(Oc2c(C(F)(F)F)oc3c(CN4CCCC(C)C4)c(O)ccc3c2=O)cc1 (configuration not stated)	2%
50	CCN(c1ccccc1)c1nnc(NC(=O)Nc2cccc(Br)c2)s1	4%
51	CCc1ccc(NC(=O)c2cccc(N3CCCS3(=O)=O)c2)cc1	12µM*
52	Cc1ccc(CNC(=O)c2ccc3c(c2)nc(C)n3-c2cc(C)cc(C)c2)cc1	-10%
53	CCCCN(C)C(=O)C1CCC(CNS(=O)(=O)c2ccc(Cl)cc2)CC1 (configuration not stated)	u
54	CCOc1ccc(OCC)c(NC(=O)C2CCN(S(=O)(=O)c3ccc(Br)s3)CC2)c1	1%
55	Cc1ccc(C)c(NC(c2ccccc2)c2nnc(-c3ccccc3F)o2)c1 (configuration not stated)	15µM*
56	CC(C)(C)C(=O)Cn1c(=O)n(CCCCCC(=O)NCc2ccccc2Cl)c(=O)c2sccc21	-2%
57	CCOC(=O)c1scc(-c2ccccc2)c1S(=O)(=O)Nc1ccccc1F	u
58	N#Cc1ccccc1NC(=O)C(=O)NCC(c1cccnc1)N1CCc2ccccc2C1 (configuration not stated)	3%
59	CCCCn1c(=O)c2oc3ccccc3c2n(Cc2cccc(F)c2)c1=O	0%
60	COc1ccccc1-n1c(-c2ccc(C)cc2)cn2c3c(=O)n(C)c(=O)n(C)c3nc12	-3%
61	O=C(Nc1cccc(Cl)c1)c1c(NC(=O)C(F)(F)F)sc2c1CCCC2	17µM*
62	Cc1ccc(-c2onc(C)c2C)cc1S(=O)(=O)Nc1ccc(Cl)cn1	u
63	COc1ccccc1CNS(=O)(=O)c1cc(-c2cc(C)no2)ccc1C	-13%
64	CSC1=NC2(CCN(C(=O)NC3CCCCC3)CC2)N=C1c1ccc(C)cc1	-15%
65	COc1ccc(CNc2ncnc3onc(-c4ccc(F)cc4)c23)cc1	-7%
66	Cn1c(-n2cccc2)c(-c2c(-c3ccc(F)cc3)[nH]c3c2c(=O)[nH]c(=O)n3C)c(=O)[nH]c1=O	-7%
67	Cc1coc2cc3oc(=O)c(CC(=O)NCCc4ccccc4F)c(C)c3cc12	4%
68	COc1ccc(NC(=O)c2sc3nc4c(cc3c2N)CN(C(C)C)CC4)c(OC)c1	-10%
69	CCOc1ccc(-c2nonc2NC(=O)c2oc3ccc(Br)cc3c2C)cc1	-4%
70	Cc1nc(N2CCCC2)ncc1C(=O)Nc1ccccc1	-8%
71	COc1cccc(NC(=O)CSc2nc(C)c(Cc3ccccc3)c(=O)[nH]2)c1	u
72	Cc1ccc(Cn2c(=O)n(Cc3ccccc3)c(=O)c3c(C)c(C)sc32)cc1	2%
73	CCn1c(SCC(=O)Nc2ccccc2C(=O)OC)nc2ccsc2c1=O	u
74	Cc1ccc(Cl)cc1N1CCN(C(c2ccc(F)cc2)c2nnc(-c3ccccc3)o2)CC1 (configuration not stated)	-17%
75	O=C1OC(C(=O)Nc2cc(C(F)(F)F)ccc2Cl)Cc2ccccc21 (configuration not stated)	-1%
76	CCOc1ccc(-n2c(-c3ccc(Br)cc3)cc3c2CC(C)(C)CC3=O)cc1	1%
77	CC(=O)c1ccc(NC(=O)CN(C)S(=O)(=O)c2cc3c(cc2Cl)NC(=O)CO3)cc1	1%
78	CCN(CC)CCNC(=O)C1CCCN(c2ncnc3onc(C)c23)C1 (configuration not stated)	3%
79	CCc1ccc(-n2c(=O)c3cccnc3n2CC(=O)Nc2ccccc2C(F)(F)F)cc1	-5%
80	COc1ccccc1NC(=O)C1=C(C)Nc2nc(SCC(=O)c3ccc(C)cc3)nn2C1c1ccc(F)cc1 (configuration not stated)	-1%
81	COc1cc2c(-c3ccccc3Cl)nc3c(c(C)nn3-c3ccccc3)c2cc1OC	0%
82	CC(C)(C)OC(=O)N1CCC(c2c(C(=O)NCCc3ccccc3)cnn2-c2ccc(F)cc2F)CC1	2%
83	O=C(NC1CC(=O)N(c2ccc(F)cc2)C1)C1CC1 (configuration not stated)	-5%
84	CCOc1cccc(C2c3[nH]c4ccccc4c3CCN2C(=O)CCC2CCCC2)c1 (configuration not stated)	-2%
85	COc1ccc(-c2cc(C)no2)cc1S(=O)(=O)N1CCCC(C)C1 (configuration not stated)	-7%
86	O=C1CC(c2nnc(Cc3ccc(F)cc3Cl)o2)CN1c1ccccc1 (configuration not stated)	-7%
87	COc1ccc(N2CCN(C(=O)c3cn(CC(C)C)c(=O)c4c3c3ccccc3n4C)CC2)cc1	-10%
88	Cc1csc2nc(COC(=O)c3ccccc3NC(=O)c3cccc(Br)c3)cc(=O)n12	3%
89	COc1ccccc1N1CCN(C(=O)c2nc(SC)ncc2Cl)CC1	1%
90	Cc1c(Cl)cccc1NC(=O)Nc1nnc(N(C)C2CCCCC2)s1	-10%
91	CNS(=O)(=O)c1cn(CC(=O)N2CCN(c3ccccc3OC)CC2)cc1S(=O)(=O)NC	-3%
92	COc1ccc(-n2nc(C(=O)N3CCC(C)CC3)c3c4ccccc4n(C)c3c2=O)cc1Cl	-1%
93	CCOC(=O)c1c(NC(=O)Cc2coc3ccc(CC)cc23)sc2c1CCC2	4%
94	O=C(Nc1ccc(Cl)c(-c2nc3ccccc3o2)c1)c1cccc2c(Cl)cccc12	-2%
95	CCOC(=O)C1CCCN(c2nc3c(S(=O)(=O)c4ccc(CC)cc4)nnn3c3ccc(Cl)cc23)C1 (configuration not stated)	-2%
96	COc1ccc(CNC(=O)c2nc(SCc3ccc(C)cc3)ncc2Cl)cc1	-15%
97	CCCCC(=O)OC1=C(C(C)=O)N(Cc2ccccc2)S(=O)(=O)c2ccccc21	-9%
98	COc1ccc(CNC(=O)c2cnc3ccc(C)cn3c2=O)cc1	-1%
99	COc1ccccc1NC(=O)C1=C(C)Nc2nc(CCCO)nn2C1c1cccc(O)c1 (configuration not stated)	6%
100	CC(C)c1nn2c(=O)cc(COC(=O)c3ccc(NC(=O)c4cccs4)cc3)nc2s1	-1%
101	COc1cccc(-c2nc(CS(=O)(=O)CC(=O)N3CCN(c4cc(C)ccc4C)CC3)c(C)o2)c1	-14%
102	Cc1cccc(NC(=O)c2sc3nc4n(c(=O)c3c2C)N=C(c2ccc(F)cc2)CS4)c1C	-2%
103	CCCCOc1ccc(C(=O)Nc2ccc3c(c2)CCCN3S(=O)(=O)c2ccc(C)cc2)cc1	-7%
104	COc1ccc(-c2[nH]ncc2C(=O)NCc2ccc(F)cc2)cc1	-9%
105	Cc1ccc(CNC(=O)C2CCN(S(=O)(=O)c3cc(-c4noc(C)n4)ccc3C)CC2)cc1	-1%
106	CSc1ncc(Cl)c(C(=O)NCc2ccc(C)cc2)n1	3%
107	O=C(CSCc1cnn(-c2ccccc2)c1-n1cccc1)NCc1cccc(Cl)c1	0%
108	CCc1ccc(NC(=O)CN2C(=O)C(c3ccccc3)=NC23CCCCCC3)cc1	-7%
109	COc1ccc2nc(NC(=O)c3ccc(S(=O)(=O)N4CCCC(C)C4)cc3)sc2c1 (configuration not stated)	0%
110	CCN(C(=O)CSc1nc(-c2ccccc2)no1)c1ccccc1	0%
